Screening data from PubChem.
IL-1B inflam inh – qHTS for Inhibitors of Inflammasome Signaling: IL-1-beta AlphaLISA Primary Screen; THP-1 LPS/ATP IL-1B secretion, AlphaLISA, 16 h; stronger effect = lower value; activity change, % at 57.5 µM; 360,000 tested, 4.7% active; in the data active = activity change below about -50%; inconclusive = mostly about -30% to -49%; note: % is set by controls: 0 for no effect and ±100 for the full control effect
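Secreted IL-1B measured by AlphaLISA bead assay after 16 h compound exposure of THP-1 cells; compounds (final up to 57.5 uM) added 1 h before LPS (250 ng/mL) and ATP (1.25 mM) stimulation; lower signal means less secretion.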
ATXN viability – Viability Counterscreen for Primary qHTS for Inhibitors of ATXN expression | AID 651635, 2014 | Potency, µM (titrated, usually from 56.7 µM), usual class: cytotoxic | 400,000 tested, 0.49% active | S2 cells (HEK-293 line with an ATXN2-luciferase reporter) viability, CellTiter-Fluor protease fluorescence, 24 h; note: potency is the fitted concentration of half-maximal effect; nearly all actives have a fitted effect of over 40% in size
HT1080 IDH1KD tx – qHTS for induction of synthetic lethality in tumor cells producing 2HG: qHTS for the HT-1080-IDH1KD cell line | Potency, µM (series often up to 46.1 µM), for inactives: at the highest dose activity, negative = toxicity, most hits filed as cytotoxic | HT-1080 IDH1 knockdown viability, ATP luminescence, 48 h | 360,000 tested, 2% active;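 note: potency is the fitted concentration of half-maximal effect; 0% = DMSO wells and -100% = cell-free medium wells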
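After a 2 h attachment period, IDH1KD HT-1080 cells took pin-transferred compound for 48 h at 37 °C; ATP-based luminescence after 10 min room-temperature reagent incubation reported viability.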
KB-V1 cytotox – qHTS assay for MDR1-selective chemotherapeutics: Primary screen using the drug-selected MDR subline cells KB-V1; KB-V1 MDR cells viability, CellTiter-Glo, 72 h; Potency, µM (top dose mostly 46.1 µM), for the others: at the highest dose activity change, negative = cytotoxicity, actives largely listed as cytotoxic; 400,000 tested, 3.4% active; note: potency is the fitted concentration of half-maximal effect; % is set by controls: 0 for no effect and ±100 for the full control effect; nearly all actives have a fitted effect of over 60% in size
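Drug-selected KB-V1 cells, grown in DMEM lacking phenol red with 10% FBS, receive compound titrations; after three days at 37 degrees C, surviving cell ATP is quantified by CellTiter-Glo luminescence and responses normalized and curve-fitted.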
SW480 rereplic – A quantitative high throughput screen for small molecules that induce DNA re-replication in SW480 colon adenocarcinoma cells; 340,000 tested, 1.8% active; Potency, µM (highest dose often 46.1 µM), for inactives: at the highest dose re-replication activation, actives largely listed as activators; AID 624297, 2012; SW480 DNA re-replication, Hoechst DNA content imaging, 48 h; note: potency is the fitted concentration of half-maximal effect; % of control where 0% means no effect; nearly all actives have a fitted effect of over 55% in size
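SW480 cells exposed to compounds for 48 hr at 37 C, 5% CO2, then Hoechst-stained 40 min. Nuclear DNA content imaged by fluorescence scanning (405 nm excitation, 500-530 nm emission); re-replication scored as increased high-intensity nuclei.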
KB-3-1 tox – qHTS assay for MDR1-selective chemotherapeutics: Primary screen using the parental adenocarcinoma cell KB-3-1; KB-3-1 viability, CellTiter-Glo ATP luminescence, 72 h; AID 1347075, 2019; Potency, µM (highest dose often 46.1 µM), for the others: at the top dose activity change, negative = cytotoxic, hits mostly cytotoxic; 400,000 tested, 1.4% active; note: potency is the fitted concentration of half-maximal effect; % is set by controls: 0 for no effect and ±100 for the full control effect; nearly all actives have a fitted effect of over 60% in size
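Parental KB-3-1 viability, qHTS format: 72 h compound exposure, 37 °C; CellTiter-Glo; media-only wells and DMSO plates as controls; concentration-effect fits on corrected data.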
MCF10A rereplic – A quantitative high throughput screen for small molecules that induce DNA re-replication in MCF 10a normal breast cells; MCF 10A DNA re-replication, Hoechst nuclear intensity, 48 h; Potency, µM (doses to about 46.1 µM), without a hit: top-dose activity, positive = re-replication, most hits filed as activators; 350,000 tested, 2.9% active; AID 624296, 2012; note: potency is the fitted concentration of half-maximal effect; % of control where 0% means no effect; nearly all actives have a fitted effect of over 50% in size
HT1080-NT tox – qHTS for induction of synthetic lethality in tumor cells producing 2HG: qHTS for the HT-1080-NT fibrosarcoma cell line; 360,000 tested, 1.6% active; Potency, µM (top dose mostly 46.1 µM), for the others: top-dose activity, negative = less viability, hits mostly cytotoxic; AID 686970, 2013; HT-1080-NT fibrosarcoma viability, CellTiter-Glo ATP luminescence, 48 h;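 note: NT is the 2HG producing partner of a matched IDH1 knockdown line; potency is the fitted concentration of half-maximal effect; 0% = DMSO-treated cells and -100% = media-only wells without cells; nearly all actives have a fitted effect of over 55% in size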
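750 cells/well, RPMI + 5% FBS; 2 h settle, compound pin-transfer, 48 h at 37 degrees C. CellTiter-Glo 10 min RT, luminescence. Normalized to DMSO and media-only wells.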
ATXN2 expr inh – Primary qHTS for Inhibitors of ATXN expression; HEK-293 ATXN2-luciferase reporter, luminescence, 24 h; Potency, µM (top dose mostly 57 µM), for the others: at the top dose activity change, negative = inhibition, hits mostly inhibitors; 360,000 tested, 0.72% active; note: potency is the fitted concentration of half-maximal effect; % is set by controls: 0 for no effect and ±100 for the full control effect; nearly all actives have a fitted effect of over 55% in size
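qHTS (up to 57 uM final) was run with 24 h compound exposure of reporter cells at 37 °C. Each well was multiplexed: SteadyGlo luminescence measured ATXN2-luciferase expression after a fluorogenic Gly-Phe-AFC viability readout (25 uM final).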
Numbers without * were called inactive; i = inactive; ? = inconclusive; nt = not tested or not shown; & = joins results of further samples; [ ] = dose if it differs, or a comment. Unless noted, calls come from the whole dose curve; as a rule, active = well fitted curve in the direction sought with a large enough effect; inconclusive = small, poorly fitted or top-dose-only effect, or another doubt; inactive = no such curve, though single readings can be large; an effect the other way counts as inactive or inconclusive.

SMILES | IL-1B inflam inh | ATXN viability | HT1080 IDH1KD tx | KB-V1 cytotox | SW480 rereplic | KB-3-1 tox | MCF10A rereplic | HT1080-NT tox | ATXN2 expr inh
COCc1cc(=O)[nH]c(/N=C(\N)Nc2ccc(C)cc2C)n1 | 16 | i | 0% | 0% | -1% | -2% | 12% | -3% | -4%
O=C(Nc1ccc(N2CCN(CCOc3ccc(Cl)cc3)CC2)c(C(=O)O)c1)c1ccc(F)cc1 | nt | i | nt | -2% | nt | 2% | nt | nt | 0%
C=CCC(C(=O)NC(C)c1ccccc1)C(=O)NC(C)c1ccccc1 (stereo unspecified) | 9 | i | 20% | -12% | 0% | 7% | 5% | 13% | -1%
Cc1cc(F)ccc1NC(=O)Cn1nc(N2CCN(c3ccccc3)CC2)ccc1=O | nt | i | nt | 1% | nt | 2% | nt | nt | -16%
O=C1c2cccc3cccc(c23)C(=O)N1c1ccc2ncccc2c1 | 19 | i | -16% | -5% | ? | 9% | 26% | -1% | -15%
COc1ccc(NC(=S)N(CCCN2CCOCC2)Cc2cn(C)c3ccccc23)cc1OC | -11 | i | -17% | 3% | 4% | 7% | 1% | -17% | -30%
CCN(CC)S(=O)(=O)c1cccc(NC(=O)CCNC(=O)NC23CC4CC(CC(C4)C2)C3)c1 | -22 | ? | -21% | -19% | ? | ? | ? | -14% | -16%
COc1ccc(-c2nc3n(n2)C(c2ccccc2Cl)C(C(N)=O)=C(C)N3)cc1 (stereo unspecified) | 17 | i | -3% | 24% | 1% | 2% | 13% | -3% | 18%
COc1cccc2sc(N3CCN(C(=O)c4ccc([N+](=O)[O-])o4)CC3)nc12 | -84* | i | -2% | ? | ? | ? | 23µM* | -25% | ?
O=C(N/N=C1/SCC(=O)N1Cc1ccco1)c1ccccc1F | 1 | i | 18% | 0% | -7% | -7% | -41%[inhibitor] | 17% | -1%
CCC(=O)N(Cc1ccc(S(N)(=O)=O)cc1)C1CC(=O)N(c2ccc(OC)cc2)C1=O (stereo unspecified) | 11 | i | 16% | 6% | -5% | 17% | 0% | 8% | 1%
COc1ccc(NC(=O)c2[nH]c(C)c(C(C)=O)c2C)cc1S(=O)(=O)N1CCOCC1 | -9 | i | -2% | -1% | -1% | ? | ? | 3% | 29%
C=C(C(=O)c1ccccc1)C(C)CC(=O)c1ccccc1 (stereo unspecified) | -106* | nt | 21µM* | -20% | 21µM* | -24% | ? | -25% | ?
COc1ccccc1N1CCN(c2ccc(=O)n(CC(=O)Nc3ccc(F)c(F)c3)n2)CC1 | nt | i | nt | -2% | nt | 2% | nt | nt | 10%
CCOC(=O)C1=C(C)c2ccccc2N(C(=O)OC)C1(C)C(=O)OCC (stereo unspecified) | -6 | nt | 0% | 0% | 44% | 0% | ? | 3% | ?
C#CCN1C=C(C(=O)OCC)C(C)NS1(=O)=O (stereo unspecified) | 46 | i | 11% | 0% | 1% | 0% | -20% | 15% | 9%
Cc1cc(NC(=O)CSc2ccccn2)no1 | 10 | i | 2% | 2% | -16% | 1% | 3% | 0% | nt
COc1ccc(CCNC(=O)c2ccc(Cl)c(S(=O)(=O)N3CCCCCC3)c2)cc1 | -15 | i | ? | ? | -5% | ? | 5% | -25% | nt
Cc1ccc(C)c(N2CCN(C(=O)Cn3c(=O)[nH]c4ccsc4c3=O)CC2)c1 | 5 | i | -1% | 21µM* | -1% | -7% | 9% | 1% | -4%
CCC(C)Oc1ccc(/C=C/c2[nH]c(=O)[nH]c(=O)c2[N+](=O)[O-])cc1OC (stereo unspecified) | -102* | i | ? | 2% | 21µM* | -26% | ? | -25% | ?
NC(=O)c1ccsc1NC(=O)COC(=O)c1cccnc1Cl | 2 | ? | 16% | 5% | 0% | 24% | -1% | 9% | 3%
Cc1cc(C)cc(C(=O)Nc2c(C(=O)Nc3ccccc3F)oc3ccccc23)c1 | nt | i | nt | 8% | nt | 0% | nt | nt | 1%
Cc1cccc(C=Nc2ccc3c4c(cccc24)CC3)c1O | 23 | i | 0% | 4% | -6% | 26% | 0% | 5% | 6%
CCc1nc(SCC(=O)Nc2nccs2)c2oc3ccccc3c2n1 | 16 | i | -8% | -13% | 6% | -1% | 13% | ? | -16%
O=C(CSc1ccccc1)OCC(=O)N1CCN(C(=O)c2ccco2)CC1 | 31 | i | 5% | ? | -24% | 10% | -1% | 6% | 9%
O=C(NCc1cccc(Cl)c1)c1ccc2nc(N3CCCCC3)sc2c1 | nt | i | nt | -10% | nt | 4% | nt | nt | 33%[activator]
Cc1ccc(S(=O)(=O)NCCC(=O)N2CCCCCCC2)cc1 | -7 | i | -17% | ? | ? | 8% | 19% | -13% | -4%
Cc1ccc(C(=O)NCCc2nnc3ccc(SCC(=O)Nc4ccc(C)cc4C)nn23)cc1 | 0 | i | 12% | 15% | -3% | 15% | -8% | 7% | -17%
CC(C)(C)NC(=O)C(C1CC1)n1c(-c2ccccc2)nc2ccccc21 (stereo unspecified) | 17 | nt | -12% | -12% | nt | -2% | nt | 5% | nt
CC(=O)Nc1ccc(C(=O)OCC(=O)N2CCN(C(=O)c3ccco3)CC2)cc1 | 0 | ? | 7% | -10% | -4% | -6% | -1% | 6% | -1%
CCOc1ccc(-c2nnc(SCc3nc4ccccc4[nH]3)n2N)cc1 | -64* | i | 6% | 0% | 12% | -9% | 1% | 5% | 17%
COCCOC(=O)c1c(C)oc2ccc(O)c(CN3CCC(C)CC3)c12 (tested in a mixture with another compound) | -52* | i | -2% | 6% | -9% | -6% | -4% | -5% | -19%
CC(OC(=O)c1ccc2c(=O)n3c(nc2c1)CCC3)C(=O)NC1CCCCC1C (stereo unspecified) | 7 | i | 0% | -27% | -1% | 24% | 12% | 0% | 2%
Brc1ccc(-c2nnc3n2-c2ccccc2CC3)cc1 | 8 | i | -29% | -27% | ? | 10% | ? | 0% | -17%
COc1ccc2sc(NC(=O)CC(C)C)nc2c1 | 23 | i | 9% | 0% | 0% | 22% | -2% | 2% | 67%[activator]
Cc1ccc(C(=O)/C=C/c2cc(Br)cc(Br)c2O)o1 | ? | ? | ? | -20% | -3% | -22% | ? | ? | nt
COc1cc(OC)nc(NC(=O)NS(=O)(=O)c2ccc(OC(F)(F)F)cc2)n1 | -2 | i | 8% | 5% | 1% | 0% | 1% | 8% | -8%
C/C(=N\NC(=O)CCCNc1ccccc1)c1ccncc1 | 0 | i | 3% | 0% | -1% | 12% | ? | 12% | -18%
Cc1cccc(C)c1OCc1cc(C(=O)NC2CCC2)no1 | -9 | i | 16% | 3% | ? | 2% | ? | 11% | nt
CCOc1ccc(N(CC(=O)NCc2ccc(C)cc2)S(=O)(=O)c2c(C)[nH]c(=O)[nH]c2=O)cc1 | -10 | i | 5% | 6%&26% | ? | 18%&16% | 1% | -1% | 0%&7%

Sorted by SMILES length (smallest number first): part of the list above
SMILES | IL-1B inflam inh | ATXN viability | HT1080 IDH1KD tx | KB-V1 cytotox | SW480 rereplic | KB-3-1 tox | MCF10A rereplic | HT1080-NT tox | ATXN2 expr inh
C/C(=N\NC(=O)CCCNc1ccccc1)c1ccncc1 | 0 | i | 3% | 0% | -1% | 12% | ? | 12% | -18%
NC(=O)c1ccsc1NC(=O)COC(=O)c1cccnc1Cl | 2 | ? | 16% | 5% | 0% | 24% | -1% | 9% | 3%
Cc1ccc(C(=O)/C=C/c2cc(Br)cc(Br)c2O)o1 | ? | ? | ? | -20% | -3% | -22% | ? | ? | nt
CCc1nc(SCC(=O)Nc2nccs2)c2oc3ccccc3c2n1 | 16 | i | -8% | -13% | 6% | -1% | 13% | ? | -16%
COCCOC(=O)c1c(C)oc2ccc(O)c(CN3CCC(C)CC3)c12 (tested in a mixture with another compound) | -52* | i | -2% | 6% | -9% | -6% | -4% | -5% | -19%
COc1cc(OC)nc(NC(=O)NS(=O)(=O)c2ccc(OC(F)(F)F)cc2)n1 | -2 | i | 8% | 5% | 1% | 0% | 1% | 8% | -8%
Cc1ccc(C(=O)NCCc2nnc3ccc(SCC(=O)Nc4ccc(C)cc4C)nn23)cc1 | 0 | i | 12% | 15% | -3% | 15% | -8% | 7% | -17%

More compounds follow.
SMILES | IL-1B inflam inh | ATXN viability | HT1080 IDH1KD tx | KB-V1 cytotox | SW480 rereplic | KB-3-1 tox | MCF10A rereplic | HT1080-NT tox | ATXN2 expr inh
COC(=O)C1CCN(C(=O)/C(C)=C\c2ccccc2)CC1 | 18 | i | 20% | 0% | -12% | -3% | 0% | 24% | 18%
Cc1ccc2cn[nH]c2c1[N+](=O)[O-] | 37 | i | 6% | 0% | -7% | -1% | -1% | 4% | 2%
Cc1cccc(N2CCN(C(=O)Cn3cnc4c3c(=O)n(C)c(=O)n4C)CC2)c1C | 34 | ? | -7% | -23% | -6% | -5% | -9% | -10% | -4%
Cc1ccc(NC(=O)c2cc(S(=O)(=O)N3CCCC3)cn2C)cc1C | -9 | ? | -3% | -15% | 0% | -15% | 6% | -2% | -16%
Cc1ccc(NS(=O)(=O)c2ccc(C)c(C(=O)Nc3ccc(S(=O)(=O)Nc4onc(C)c4C)cc3)c2)cc1 | 4 | i | 14% | -14% | -3% | -1% | -3% | -3% | 4%
COc1ccc(CCN2CCC(CN3C(=S)NC[C@@H]3CC(C)C)CC2)cc1OC | 11 | i | 1% | 1% | -8% | 7% | -9% | 5% | -6%
